From PubChem BioAssay
Rab9 prom act: qHTS Assay for Rab9 Promoter Activators; Potency, µM (top dose mostly 9.22 µM), inactives show top-dose activation, negative = inhibition, usual class: activators; 320,000 compounds, 2.8% hits; Huh7 Rab9 promoter-luciferase reporter, luminescence, 24 h; also: potency is read from the fitted curve at half-maximal effect; % of control where 0% means no effect; nearly all actives have a fitted effect of over 60% in size
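Luminescence read-out: Huh7 cells stably expressing Rab9-luciferase, treated 24 h with compound at 37 °C, then lysed with luciferase reagent for 10 min at ambient before reading.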
FLuc counter: qHTS profiling assay for firefly luciferase inhibitor/activator using purifed enzyme and Km concentrations of substrates (counterscreen for miR-21 project) | Luciferin 4-monooxygenase (Photinus pyralis), P08659 | purified FLuc, Km substrates, luminescence inhibition | Potency, µM (titrated, usually from 57.5 µM), inactives show at the highest dose activity change, negative = inhibition, actives largely listed as inhibitors | 360,000 compounds, 6.9% hits;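 also: potency is read from the fitted curve at half-maximal effect; plate controls were vehicle for no effect and reference inhibitor for full effect; nearly all actives have a fitted effect of over 55% in size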
Target sequence (P08659 whole entry, looked up): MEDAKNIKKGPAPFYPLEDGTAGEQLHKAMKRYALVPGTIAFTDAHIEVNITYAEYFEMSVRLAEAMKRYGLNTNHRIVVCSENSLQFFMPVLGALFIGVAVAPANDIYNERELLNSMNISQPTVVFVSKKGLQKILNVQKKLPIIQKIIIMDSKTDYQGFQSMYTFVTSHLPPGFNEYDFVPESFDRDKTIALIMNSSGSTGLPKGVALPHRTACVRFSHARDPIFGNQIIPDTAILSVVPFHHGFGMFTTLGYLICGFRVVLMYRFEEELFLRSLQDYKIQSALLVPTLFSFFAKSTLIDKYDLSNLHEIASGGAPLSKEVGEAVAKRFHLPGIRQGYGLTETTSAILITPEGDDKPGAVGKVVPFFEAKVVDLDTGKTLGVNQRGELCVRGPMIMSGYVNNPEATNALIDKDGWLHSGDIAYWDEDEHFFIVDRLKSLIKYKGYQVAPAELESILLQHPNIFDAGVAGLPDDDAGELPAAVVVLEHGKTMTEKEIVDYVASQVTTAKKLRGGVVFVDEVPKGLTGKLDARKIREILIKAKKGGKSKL
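Purified P. pyralis luciferase, 10 nM final, with Km-level 10 uM D-luciferin and 10 uM ATP in 50 mM Tris acetate pH 7.5, 10 mM Mg acetate, 0.01% Tween-20, 0.05% BSA; 6-point qHTS titration about 60 µM downward; luminescence read.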
Giardia kill: Small Molecules that selectively kill Giardia lamblia: qHTS; Giardia lamblia trophozoite viability; activity change, % at 7.66 µM, hits read low; 340,000 compounds, 0.15% hits; in the data active = activity change below about -80%; inconclusive = between about -30% and that limit;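 also: parasites exposed to compound for two days anaerobically before the ATP read; % is scaled to controls: 0 for no effect and ±100 for the full control effect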
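Anaerobic 48 hrs incubation at 37 deg C of 100 trophozoites/well with test compounds; ATPLite 1-Step luminescence, 15-30 min RT, reports cellular ATP as viability.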
NPC1 prom act: qHTS Assay for NPC1 Promoter Activators. Huh7 NPC1 promoter luciferase reporter, 24 h. Potency, µM (series often up to 9.22 µM), for the others: top-dose activation, actives largely listed as activators. 320,000 compounds, 2.4% hits;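 also: potency is read from the fitted curve at half-maximal effect; % of control where 0% means no effect; nearly all actives have a fitted effect of over 60% in size; reporter is driven by a mutant NPC1 promoter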
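Quantitative HTS used a cell-based reporter: Huh7 cells stably bearing the NPC1 promoter upstream of luciferase were treated with compounds for 24 h, and promoter activation was read as luminescence.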
VP16 counter: VP16 counterscreen qHTS for inhibitors of ROR gamma transcriptional activity. 310,000 compounds, 3.5% hits. Potency, µM (titrated, usually from 53.6 µM), without a hit: at the highest dose activity, negative = inhibition, hits mostly inhibitors. AID 2546, 2010. Drosophila S2 Gal4-VP16 UAS-luciferase, luminescence, 20 h;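 also: Gal4-VP16 expression switched on by copper sulfate through the metallothionein promoter; potency is read from the fitted curve at half-maximal effect; % is scaled to controls: 0 for no effect and ±100 for the full control effect; nearly all actives have a fitted effect of over 50% in size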
uPA surface inh: qHTS for Inhibitors of Cell Surface uPA Generation. cell surface uPA generation assay, qHTS. 330,000 compounds, 0.31% hits. Potency, µM (series often up to 38.3 µM), inactives show top-dose activity change, negative = inhibition, hits mostly inhibitors; active = well fitted inhibition curve with a large enough effect; inconclusive = small, poorly fitted or top-dose-only effect; inactive = no such curve, though single readings can be large or run the other way; tested in mouse RAW 264.7 cells; also: potency is read from the fitted curve at half-maximal effect; % is scaled to controls: 0 for no effect and ±100 for the full control effect; nearly all actives have a fitted effect of over 55% in size
FBPA coupling cs: qHTS Assay for Inhibitors of Fructose-1,6-bisphosphate Aldolase from Giardia Lamblia: Coupling assay counterscreen | coupling enzyme system counterscreen, AmpLite Red fluorescence | activity change, negative = inhibition, % at 58.2 µM, hits read low | 290,000 compounds, 0.67% hits | AID 2472, 2010; in the data active = activity change below about -30%; also: % is scaled to controls: 0 for no effect and ±100 for the full control effect
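Coupling enzymes only (glyceraldehyde-3-phosphate) + compound, at 57.5 uM final, 10 min RT; add substrate/coupling/AmpLite Red mix, 20 min RT; fluorescence ex 525/em 598 nm. Actives flag coupling-system interference.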
Tb PFK inh: qHTS Assay to Find Inhibitors of T. brucei phosphofructokinase | Potency, µM (doses to about 57.5 µM), for inactives: top-dose activity, negative = inhibition, actives largely listed as inhibitors | T. brucei PFK, ADP-Glo luminescence | ATP-dependent 6-phosphofructokinase (Trypanosoma brucei brucei), O15648 | AID 485367, 2010 | 330,000 compounds, 0.17% hits;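 also: potency is read from the fitted curve at half-maximal effect; 0% = uninhibited 1x PFK enzyme wells and -100% = no-enzyme wells; nearly all actives have a fitted effect of over 60% in size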
Target sequence (O15648 whole entry, looked up): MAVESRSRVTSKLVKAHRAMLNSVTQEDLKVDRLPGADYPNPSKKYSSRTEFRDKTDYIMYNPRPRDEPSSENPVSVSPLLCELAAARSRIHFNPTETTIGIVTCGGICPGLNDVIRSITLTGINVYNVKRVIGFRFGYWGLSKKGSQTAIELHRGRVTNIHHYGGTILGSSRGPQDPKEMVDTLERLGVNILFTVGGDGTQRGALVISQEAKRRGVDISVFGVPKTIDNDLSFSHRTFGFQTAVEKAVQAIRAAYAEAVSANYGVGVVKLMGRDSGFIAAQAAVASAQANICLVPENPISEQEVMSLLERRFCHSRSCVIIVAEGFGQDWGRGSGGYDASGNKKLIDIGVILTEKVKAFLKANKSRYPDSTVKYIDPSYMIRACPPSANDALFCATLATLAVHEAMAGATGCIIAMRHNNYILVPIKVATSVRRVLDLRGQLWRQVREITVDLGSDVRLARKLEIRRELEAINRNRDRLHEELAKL
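PFK 1.25 nM, F6P 0.5 mM, ATP 0.1 mM, 0.1 M TEA pH 8.0, 5 mM MgCl2, 0.01% Tween20, 0.1% BSA; 45 min RT. ADP-Glo readout. qHTS titration up to 57 uM; curves fitted, compounds curve-classed.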
RORgamma inh: qHTS for inhibitors of ROR gamma transcriptional activity; Nuclear receptor ROR-gamma (Mus musculus), P51450; Drosophila S2 Gal4-RORgamma UAS-luciferase reporter, 20 h; Potency, µM (titrated, usually from 53.6 µM), inactives show at the highest dose activity change, negative = inhibition, usual class: inhibitors; 310,000 compounds, 5.4% hits; AID 2551, 2010; also: potency is read from the fitted curve at half-maximal effect; % is scaled to controls: 0 for no effect and ±100 for the full control effect; nearly all actives have a fitted effect of over 60% in size
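Stable Schneider cell line, Gal4 DNA-binding domain fused to ROR gamma, UAS-luciferase. Cmpd 1 hr RT → CuSO4 700 uM final → 20 hr RT → luciferase reagent 10 min → luminescence.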
ELG1 genotoxic: qHTS screen for small molecules that induce genotoxicity in human embryonic kidney (HEK293T) cells expressing luciferase-tagged ELG1 | HEK293T ELG1-luciferase reporter, luminescence, 16 h | Potency, µM (doses to about 46 µM), for inactives: at the top dose activity change, positive = activation, usual class: activators | 330,000 compounds, 1.3% hits; also: potency is read from the fitted curve at half-maximal effect; % of control where 0% means no effect; nearly all actives have a fitted effect of over 60% in size
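After overnight (16 hr) compound treatment at 37 °C, ELG1-luciferase HEK293T cells were lysed with ONE-Glo; luminescence quantified 30 min later at room temperature.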
KCNH2 3.1 block: qHTS for Inhibitors of KCHN2 3.1: Mutant qHTS; Potassium voltage-gated channel subfamily H member 2, brain isoform KCNH2 3.1 (human); U2OS KCNH2 3.1, thallium flux FluxOr; stronger effect = lower value; activity change, % (tested at about 1.8 µM); 340,000 compounds, 0.95% hits; AID 720553, 2013;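 active = maximum activity change below -70%; inconclusive = maximum activity change from -70% to -50%; inactive = maximum activity change above -50%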;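 also: thallium influx rate constant from kinetic fluorescence after stimulation buffer; % is scaled to controls: 0 for no effect and ±100 for the full control effect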
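Virally transduced U2OS (3.1 isoform, 4 h infection in dark at RT) → overnight 37 C → FluxOr + Red40 in HBSS/HEPES, 45 min → stimulation buffer, 2 min kinetic read → rate constant vs DMSO controls.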
An asterisk follows results filed as active; u = inconclusive; x = not tested or not shown; [ ] = another dose, or the depositor's remark. Unless noted, calls follow the shape of the dose curve; as a rule, active = well fitted curve in the direction sought with a large enough effect; inconclusive = small, poorly fitted or top-dose-only effect, or another doubt; inactive = no such curve, though single readings can be large; an effect the other way counts as inactive or inconclusive.

SMILES	Rab9 prom act	FLuc counter	Giardia kill	NPC1 prom act	VP16 counter	uPA surface inh	FBPA coupling cs	Tb PFK inh	RORgamma inh	ELG1 genotoxic	KCNH2 3.1 block
O=C(CS(=O)c1ccc(Br)cc1)N1CCOCC1 (stereo unspecified)	0%	-2%	-5	-1%	5%	-4%	3	-5%	2%	-1%	1
O=C(CCCCCn1c(=S)[nH]c2cc3c(cc2c1=O)OCO3)NCCc1ccccc1	3%	2%	40[activator]	-11%	-15%	16%	x	-4%	-40%	7%	-87*
COc1ccc(C(=O)NC2CC2)cc1OC1CCN(Cc2ccccc2F)CC1	1%	1%	-22	-4%	-1%	4%	3	7%	5%	0%	-44
CCOC(=O)CN1C2=NCCCN2c2ccccc21	-4%	2%	-16	-11%	3%	-3%	2	1%	4%	0%	38
COc1ccc(OC)c(Cc2nnc(CCC(=O)NC3C4CC5CC(C4)CC3C5)o2)c1 (stereo unspecified)	0%	-7%	6	-1%	-6%	-4%	2	-2%	31%	-2%	3
CSc1ccccc1C(=O)Nc1cc(C)ccc1C	-2%	-3%	7	-4%	0%	-9%	-1	5%	11%	-4%	0
Cc1ncc(CN2CCC(C(=O)Nc3ccc(Oc4cccnc4)cc3)CC2)cn1	-4%	-1%	21	3%	-3%	-2%	1	3%	24%	-11%	-5
O=C(CNC(=O)C1CCCCC1)NCc1ccco1	1%	0%	-4	-8%	2%	1%	1	1%	-15%	-8%	1
Cc1ccc(C2CC(c3ccccc3C)n3nc(N)nc3N2)cc1 (stereo unspecified)	-2%	-1%	-18	-2%	5%	8%	3	-6%	32%	4%	4
CCN(CCn1cccn1)C(=O)CCc1nnc(Cc2c[nH]c3ccccc23)o1	1%	-7%	-3	0%	-3%	2%	3	-3%	17%	-1%	19
Cc1cc(C)nc(SC(C)C(=O)N/N=C/c2cccs2)n1 (stereo unspecified)	-6%	-1%	-16	1%	0%	2%	-2	1%	15%	0%	3
CCOC(=O)CSc1nc2ccc(NC(C)=O)cc2s1	-1%	u	-16	0%	2%	0%	-1	-5%	-23%	0%	-14
O=c1c2sc3nc(N4CCOCC4)c4c(c3c2ncn1CCc1ccccc1)CCCC4	0%	8%	-3	-6%	-2%	2%	1	3%	-18%	1%	11
c1ccc(Cc2nn3c(C4COc5ccccc5O4)nnc3s2)cc1 (stereo unspecified)	22%	u	4	11%	-1%[0.365 µM]	1%	5	-22%	41%	u	11
O=C(c1ccc(Cl)c(S(=O)(=O)NCc2ccco2)c1)N1CCN(c2ccccc2F)CC1	-2%	3%	11	-1%	-4%	-11%	3	-1%	4%	-12%	1
CCC(C)n1nccc1NC(=O)C(C)OC(=O)c1cc2ccccc2[nH]1 (stereo unspecified)	-1%	4%	-19	4%	-4%	3%	-1	0%	35%	u	-4
CCOC(=O)c1ccc(COc2ccc(C(C)C)cc2)o1	0.5µM*	15µM*	8	0.63µM*	-10%	2%	0	3%	-38%	u	-8
Cc1cccc(CN2CCC(C(=O)Nc3cccc(-c4cccc(F)c4)c3)CC2)n1	-4%	-11%	3	-3%	u	-21%	1	-6%	7.1µM*	-8%	-94*
O=C(CCC(=O)N/N=C/c1c[nH]c2ccccc12)NCc1ccccc1	-5%	-11%	23	-8%	3%	-8%	1	1%	-2%	-2%	-9
Cc1cccc(Sc2c([N+](=O)[O-])ncn2C)n1	1%	-1%	-5	0%	-8%	-5%	0	u	-2%	0%	-5
Cc1ccc(/C=C/C(=O)O)cc1S(=O)(=O)NCCO	-2%	-2%	1	-1%	-3%	-2%	1	-3%	8%	0%	7
CCN=C1S/C(=C\c2cn(CC(=O)NCCOC)c3ccccc23)C(=O)N1CC	-7%	0%	1	-1%	-15%	-9%	5	-2%	5%	-3%	-14
CCOP(=O)(OCC)C(NC(=O)NS(=O)(=O)c1ccc(C)cc1)c1ccccc1 (stereo unspecified)	7%	2%	-8	1%	7%	-5%	5	2%	5%	15%	-5
COc1ccccc1/C=N/NC(=O)COCC(=O)N/N=C/c1ccccc1OC	-5%	-17%	26	-8%	-5%	4%	-13	-4%	-3%	2%	9
CCOc1ccc(NS(=O)(=O)c2csc(C(N)=O)c2)cc1	-2%	0%	13	2%	-17%	-2%	0	0%	u	-6%	3
Continued:
SMILES	Rab9 prom act	FLuc counter	Giardia kill	NPC1 prom act	VP16 counter	uPA surface inh	FBPA coupling cs	Tb PFK inh	RORgamma inh	ELG1 genotoxic	KCNH2 3.1 block
CCCc1c(O)nc(SCCN(CC)CC)n(C(=O)c2ccccc2)c1=O	2%	3%	2	2%	-4%	-1%	2	-4%	-22%	2%	-13
CCc1ccc2[nH]cc(C(=O)OCCOC)c(=O)c2c1	11%	5%	2	-4%	-5%	-1%	-1	-5%	7%	0%	3
CC(C)(C)NC(=O)CC1C(=O)NCCN1Cc1c(F)cccc1Cl (stereo unspecified)	0%	-1%	2	-6%	-3%	1%	3	-1%	-2%	1%	8
O=C(COC(=O)CCC1CCCC1)Nc1ccccc1OC(F)F	0%	u	-1	-1%	13%	11%	-1	-2%	2%	0%	29
CCOc1cc(N2CCOCC2)c(OCC)cc1NC(=O)CN1CCc2ccccc2C1	3%	-5%	8	-3%	-1%	5%	-25	-10%	-20%	-6%	-1
CC(=O)/C(=N\Nc1ccc(Cl)cc1)Sc1nnc(-c2ccccc2)n1-c1ccccc1	-4%	2%	-2	7%	6.3µM*	-4%	-3	-10%	6.3µM*	-4%	5
CC(=O)NCCOc1nc(N(C)C)nc(N2CCOCC2)n1	-4%	-2%	14	-1%	-7%	7%	2	-3%	0%	1%	9
S=c1[nH]c(-c2ccccc2)cn1/N=C/c1ccc(Br)cc1	u	u	-16	15%	7.1µM*	-1%	0	-5%	0.4µM*	-9%	12
O=C(NC(c1ccccc1)c1ccccc1)c1cccc(S(=O)(=O)NCc2ccccc2)c1	-4%	4%	-6	0%	0%	11%	3	3%	u	-7%	-71*
COc1ccc(S(=O)(=O)N2CCC(C(=O)N[C@@H](C)C(=O)N3CCCCCC3)CC2)cc1	-6%	4%	-10	-2%	4%	-1%	1	-1%	-8%	1%	-2
CCOC(=O)C(C(=O)OCC)C1OC(=O)c2cc3c(cc21)C(=O)OC3C(C(=O)OCC)C(=O)OCC (stereo unspecified)	1%	-1%	-3	1%	15%	-5%	-1	3%	43%	-11%	-9
Cn1c(-c2ccccc2)cccc1=O	8%	-10%	7	10%	0%	x	0	-3%	10%	-2%	3
NC(=O)C1CCN(C(=O)Nc2csc3ccccc23)CC1	0%	-2%	-19	-3%	3%	-71%	-5	-1%	18%	-1%	-7
COCCNC(=O)CCCC(=O)NCCOC	-1%	5%	3	-3%	0%	6%	1	3%	2%	1%	-1
N/C(Cn1cncn1)=N\OC(=O)c1ccc(Cl)cc1	2%	4%	17	-3%	5%	-4%	-2	-5%	-3%	4%	8
COC(=O)c1sccc1NC(=O)c1cc(OC)c(OC)c(OC)c1	-2%	-1%	8	-2%	-4%	-5%	-4	-1%	-3%	1%	0
Cc1cc(=O)oc2cc(OCC(=O)N3CC(=O)Nc4ccccc43)c(Cl)cc12	-4%	4%	-3	-3%	x	-10%	x	2%	x	5%	-10
O=C(COC(=O)C1(c2ccc(Cl)cc2)CCCC1)NC1CCS(=O)(=O)C1 (stereo unspecified)	-2%	-1%	-4	-5%	5%	2%	4	0%	3%	2%	0
CCc1nc(N2CCN(C(C)=O)CC2)c(C#N)c2c1COC(C)(C)C2	-5%	-2%	16	-2%	6%	-10%	0	2%	0%	5%	-11
CCOC(=O)N1CCN(C(=O)C2CCN(c3nnc(-n4cccc4)s3)CC2)CC1	2%	0%	-7	3%	-5%	19%	3	2%	-16%	6%	-11
COc1cc(NS(=O)(=O)c2ccc(NC(=S)NC(=O)c3ccc(F)cc3)cc2)nc(OC)n1	0%	2%	2	-2%	3%	1%	8	1%	-1%	0%	-9
COc1cc(NC(=O)c2ccc(C)cc2)c(OC)cc1NC(=O)CN1CCOCC1	-7%	19µM*	21	21%	5%	2%	-1	-6%	-21%	-7%	-5
CN(CC(=O)Oc1ccc(-c2nnco2)cc1)S(=O)(=O)c1ccc(F)cc1	-7%	1%	-9	-1%	x	17%	x	-2%	x	7%	-12
